High-throughput results: PubChem, several laboratories
STAT1 activator = activators of IFN-gamma induced STAT1 signaling; NIH 3T3 STAT1-luciferase reporter, luminescence; 100% = IFN-gamma alone, no compound; activation (% of control), % at 5.5 µM; 2.6% of 200,000 active;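 active = activation above the screen-wide mean activation plus 3 SD, cut at about 130% in these data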;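 also: raw ratio to IFN-gamma control signal so 100% means no change and 0% no light; values of inactives mirror those of a sister screen read the other way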
Hsp70 act = switches on Hsp70 transcription; HeLa Hsp70 promoter luciferase reporter, luminescence; scaled: vehicle 0, proteasome-inhibitor control 100%; activation, % at 10 µM; 0.04% of 200,000 active;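 active = activation above the mean across all tested compounds plus 3 SD, cutoff set per campaign, cut at about 5.5% in these data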;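 also: 100% = MG132 at 30 µM as the positive control and 0% = DMSO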
STAT1 blocker = reduces IFN-gamma driven STAT1 reporter signal; NIH 3T3 STAT1-luciferase reporter, luminescence; AID 920; 0.35% of 200,000 active; inhibition, % at 5.5 µM;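 active = inhibition above a set limit, the mean inhibition across all tested compounds plus 3 SD, cut at about 34% in these data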;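 also: 0% = IFN-gamma with DMSO and 100% = IFN-gamma with 300 µM nifuroxazide; values of inactives mirror those of a sister screen read the other way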
G6PDH counter = inhibits Leuconostoc G6PDH, flagging false hits in G6PDH-based assays; 0.12% of 200,000 active; inhibition, % at 5 µM; Purified L. mesenteroides G6PDH, diaphorase/resazurin coupled fluorescence, 45 min; in the data active = inhibition above about 50%
Diaph inh CS = inhibits diaphorase or chemically oxidizes, flagging diaphorase assay artifacts; inhibition, % at 20 µM; 0.69% of 190,000 active; diaphorase resazurin-to-resorufin fluorescence, NADH, 16 min; bacterial (C. kluyveri) enzyme, not human;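 active = primary screen inhibition at 20 µM above a set limit, cut at about 50% in these data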;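 also: plate controls were DMSO with full reaction for no effect and wells lacking NADH for full effect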
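Assay system: diaphorase enzyme from Clostridium kluyveri; Input: enzyme working solution with 0.14 U/mL diaphorase; Timing: 16 min at room temperature; Technique: resorufin fluorescence, excitation 544 nm, emission 590 nm; Benchmarks: positive control minus NADH, DMSO neutral control.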
TLR4 MyD88 comp = inhibitors of human TLR4-MyD88 binding | HeLa CL3-4 TLR4/MyD88 BLA complementation, FRET ratio | inhibition, % at 8.4 µM | 0.18% of 200,000 active; in the data active = inhibition above about 25%;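 also: 0% = vehicle and 100% = reference inhibitor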
Target sequence (O00206 whole entry, looked up): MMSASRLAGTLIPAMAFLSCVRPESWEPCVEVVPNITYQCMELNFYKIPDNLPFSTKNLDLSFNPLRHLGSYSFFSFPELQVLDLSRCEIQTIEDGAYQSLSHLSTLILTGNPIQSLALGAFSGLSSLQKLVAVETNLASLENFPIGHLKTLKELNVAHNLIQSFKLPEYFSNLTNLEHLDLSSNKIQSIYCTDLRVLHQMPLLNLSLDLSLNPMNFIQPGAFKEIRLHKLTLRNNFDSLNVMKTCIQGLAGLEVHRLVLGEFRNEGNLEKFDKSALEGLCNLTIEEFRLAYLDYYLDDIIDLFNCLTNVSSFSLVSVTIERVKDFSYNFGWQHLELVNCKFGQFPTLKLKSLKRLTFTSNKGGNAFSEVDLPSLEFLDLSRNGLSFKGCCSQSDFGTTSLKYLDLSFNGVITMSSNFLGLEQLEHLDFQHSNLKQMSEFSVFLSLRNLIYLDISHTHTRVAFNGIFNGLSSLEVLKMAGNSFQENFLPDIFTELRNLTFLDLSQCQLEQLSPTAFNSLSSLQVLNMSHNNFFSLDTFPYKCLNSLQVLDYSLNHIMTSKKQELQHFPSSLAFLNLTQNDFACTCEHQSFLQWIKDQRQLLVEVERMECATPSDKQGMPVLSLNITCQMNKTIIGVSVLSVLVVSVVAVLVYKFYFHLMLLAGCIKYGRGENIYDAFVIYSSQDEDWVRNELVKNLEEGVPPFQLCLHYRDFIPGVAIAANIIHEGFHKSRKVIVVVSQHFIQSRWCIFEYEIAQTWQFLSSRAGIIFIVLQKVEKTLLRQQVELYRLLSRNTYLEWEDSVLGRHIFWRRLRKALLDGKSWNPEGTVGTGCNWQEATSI
Target sequence (Q99836 whole entry, looked up): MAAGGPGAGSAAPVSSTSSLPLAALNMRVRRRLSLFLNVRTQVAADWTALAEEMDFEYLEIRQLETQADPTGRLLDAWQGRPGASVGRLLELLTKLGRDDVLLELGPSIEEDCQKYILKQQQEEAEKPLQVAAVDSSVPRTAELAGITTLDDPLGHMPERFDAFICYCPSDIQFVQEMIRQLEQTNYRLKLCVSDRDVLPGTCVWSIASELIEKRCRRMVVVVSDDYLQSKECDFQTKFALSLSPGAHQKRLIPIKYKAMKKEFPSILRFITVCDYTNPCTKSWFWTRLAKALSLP
STAT3 activator = increases IL-6 driven STAT3 reporter signal. U3A cells, IL-6 STAT3-luciferase reporter, luminescence; 100% = signal with IL-6 EC80 alone. activation (% of control), % at 5.6 µM. 0.91% of 190,000 active;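 active = activation above the screen-wide mean of compound activation plus 3 SD, cut at about 130% in these data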;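 also: 0% = background luminescence of wells with medium and substrate only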
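Detection: reporter luminescence signal / Assay system: STAT1-lacking human U3A cells, STAT3 luciferase reporter / Incubation: compound pre-incubation 1 h before IL-6, then 6 h stimulation at 37 °C / Control set: IL-6-only high control / Read-out: % activation relative to IL-6 control / Probe or stimulus: Interleukin-6, 33 ng/mL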
Diaph act CS = counter-screen for diaphorase-based assays: diaphorase activators and chemical reducers. activation factor at 20 µM. Diaphorase/resazurin coupled assay, resorufin fluorescence, 16 min; active compounds read high; 1 = vehicle wells, 0 = NADH-free wells. 0.005% of 190,000 active. AID 1229;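 active = diaphorase activity raised at least twofold by the compound at 20 µM; inactive = activation factor below 2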
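Measured by – red resorufin fluorescence at 544/590 nm excitation/emission · Test system – Clostridium kluyveri diaphorase, purified enzyme · Incubation – reaction time 16 min, room temperature · Buffer or medium – 50 mM HEPES pH 7.4 with 4.542 mM MgCl2, 0.005% Tween 20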
STAT3 blocker = STAT3 signaling inhibition; U3A cells, IL-6 STAT3-luciferase reporter, luminescence; host cell line lacks STAT1; 0.89% of 190,000 active; inhibition, % at 5.5 µM;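 active = inhibition above the mean inhibition across all screened compounds plus 3 SD, cut at about 44% in these data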;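 also: 0% = DMSO only wells and 100% = 100 µM nifuroxazide control wells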
APP 5UTR inh = APP translation inhibition. SH-SY5Y APP 5'UTR-luciferase reporter, luminescence. 0.82% of 190,000 active. inhibition, % at 2 µM;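 active = inhibition above a set limit, derived from the sample mean plus 3 SD, cut at about 45% in these data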; also: values of inactives mirror those of a sister screen read the other way
An asterisk follows results filed as active.

What do the screens show for `COc1cc(C2NC(=O)NC(C)=C2C(=O)OC(C)(C)C)ccc1OCC(N)=O` (centres undefined)?
STAT1 activator: 93.5; Hsp70 act: -0.2; STAT1 blocker: 7.1; G6PDH counter: 3.8; Diaph inh CS: 12.2; TLR4 MyD88 comp: -4.7; STAT3 activator: 92.9; Diaph act CS: 0.9; STAT3 blocker: 16.9; APP 5UTR inh: 5.6

Results for CNC(=O)CN(c1cc([N+](=O)[O-])ccc1OC)S(C)(=O)=O ?
STAT1 activator: 95.3; Hsp70 act: -0.1; STAT1 blocker: 5.3; G6PDH counter: 8.1; Diaph inh CS: 11.2; TLR4 MyD88 comp: 8.5; STAT3 activator: 95.3; Diaph act CS: 0.9; STAT3 blocker: 3.2; APP 5UTR inh: -8.1

What do the screens show for `Cc1ccc(S(=O)(=O)N2CCN(CC(=O)N/N=C/c3ccc(C)o3)CC2)cc1`?
STAT1 activator: 108.0; Hsp70 act: -0.1; STAT1 blocker: -9.0; G6PDH counter: 4.0; Diaph inh CS: 6.3; TLR4 MyD88 comp: -0.4; STAT3 activator: 101.9; Diaph act CS: 0.9; STAT3 blocker: -0.1; APP 5UTR inh: -8.1

Results for COc1ccc2cc(CN(CC3COCCO3)S(=O)(=O)c3ccc(Cl)cc3)c(=O)[nH]c2c1 (centres undefined) ?
STAT1 activator: 101.2; Hsp70 act: 0.0; STAT1 blocker: -1.3; G6PDH counter: 14.4; Diaph inh CS: 14.2; TLR4 MyD88 comp: 4.5; STAT3 activator: 97.2; Diaph act CS: 0.9; STAT3 blocker: 5.2; APP 5UTR inh: 0.6

What do the screens show for `CC1CCN(c2c(NCc3ccc(C(=O)NCCc4ccc(Cl)cc4)cc3)c(=O)c2=O)CC1`?
STAT1 activator: 95.1; Hsp70 act: -0.2; STAT1 blocker: 5.4; G6PDH counter: 1.8; Diaph inh CS: -4.5; TLR4 MyD88 comp: 9.7; STAT3 activator: 94.7; Diaph act CS: 1; STAT3 blocker: 6.0; APP 5UTR inh: -1.2

Results for COc1ccc(C2C(C(=O)NCc3ccccc3)=C(C)Nc3ncnn32)cc1OC (centres undefined) ?
STAT1 activator: 100.5; Hsp70 act: -0.2; STAT1 blocker: -0.5; G6PDH counter: -3.2; Diaph inh CS: 10.5; TLR4 MyD88 comp: -9.6; STAT3 activator: 94.0; Diaph act CS: 0.9; STAT3 blocker: 10.8; APP 5UTR inh: -4.9

Results for Cc1ccc(C2=NNC(=O)C(c3ccc(Cl)cc3)C2)cc1 (centres undefined) ?
STAT1 activator: 93.0; Hsp70 act: 0.1; STAT1 blocker: 7.5; G6PDH counter: 3.0; Diaph inh CS: 17.2; TLR4 MyD88 comp: -13.3; STAT3 activator: 99.5; Diaph act CS: 0.8; STAT3 blocker: 7.4

What do the screens show for `Cc1oc2c(CN3CCCC3)c(O)ccc2c(=O)c1-c1ccc(Cl)cc1`?
STAT1 activator: 104.1; Hsp70 act: 0.1; STAT1 blocker: -4.5; G6PDH counter: 4.7; Diaph inh CS: 4.4; TLR4 MyD88 comp: -13.2; STAT3 activator: 94.8; Diaph act CS: 1; STAT3 blocker: 13.5; APP 5UTR inh: -7.6

How did Cc1cc(C)c(S(=O)(=O)NCc2cn3c(C)csc3n2)c(C)c1 do in these assays?
STAT1 activator: 97.7; Hsp70 act: 0.1; STAT1 blocker: 2.5; G6PDH counter: 1.0; Diaph inh CS: 10.5; TLR4 MyD88 comp: -6.8; STAT3 activator: 96.5; Diaph act CS: 0.9; STAT3 blocker: 9.3; APP 5UTR inh: -5.1

What do the screens show for `Cc1cc(C)c(OCC(=O)Nc2ccc3c(c2)OCO3)cc1C`?
STAT1 activator: 105.5; Hsp70 act: 0.0; STAT1 blocker: -6.0; G6PDH counter: 6.0; Diaph inh CS: -1.2; TLR4 MyD88 comp: 7.4; STAT3 activator: 97.7; Diaph act CS: 1; STAT3 blocker: 6.8; APP 5UTR inh: -29.3

Results for CNC(=O)c1nnn(-c2ccccc2)c1C(=O)NC ?
STAT1 activator: 104.7; Hsp70 act: -0.3; STAT1 blocker: -5.2; G6PDH counter: -1.7; Diaph inh CS: 21.1; TLR4 MyD88 comp: -1.2; STAT3 activator: 100.2; Diaph act CS: 0.8; STAT3 blocker: 2.4; APP 5UTR inh: 19.5

What do the screens show for `COc1cccc(N/C=C(\C#N)c2ccc(OCCCF)cc2)c1`?
STAT1 activator: 109.0; Hsp70 act: -0.3; STAT1 blocker: -9.7; G6PDH counter: -5.1; Diaph inh CS: 20.3; TLR4 MyD88 comp: 2.4; STAT3 activator: 102.6; Diaph act CS: 0.8; STAT3 blocker: -1.6; APP 5UTR inh: -21.1

What do the screens show for `CCOC(=O)C(C)Sc1nc2ccccc2c(=O)n1CC` (centres undefined)?
STAT1 activator: 98.0; Hsp70 act: -0.3; STAT1 blocker: 0.8; G6PDH counter: -13.9; Diaph inh CS: 8.5; TLR4 MyD88 comp: 12.9; STAT3 activator: 95.7; Diaph act CS: 0.9; STAT3 blocker: 8.2; APP 5UTR inh: -1.2

How did O=C(NN1C(=O)C2C3C=CC(C3)C2C1=O)c1cccc(Cl)c1 (centres undefined) do in these assays?
STAT1 activator: 101.6; Hsp70 act: -0.1; STAT1 blocker: -1.8; G6PDH counter: 2.0; Diaph inh CS: -8.4; TLR4 MyD88 comp: 3.0; STAT3 activator: 103.1; Diaph act CS: 1.1; STAT3 blocker: 1.2; APP 5UTR inh: -3.3

Results for COc1ccccc1C(C)NC(=O)CCOc1cccc(C)c1 (centres undefined) ?
STAT1 activator: 101.1; Hsp70 act: -0.1; STAT1 blocker: 0.5; G6PDH counter: 0.6; Diaph inh CS: -13.6; TLR4 MyD88 comp: 6.4; STAT3 activator: 105.2; Diaph act CS: 1.1; STAT3 blocker: -0.9; APP 5UTR inh: 3.4

How did Cc1cc(NC(=O)CSc2nc(C(C)C)nc3sc4c(c23)CCCC4)no1 do in these assays?
STAT1 activator: 96.8; Hsp70 act: 0.0; STAT1 blocker: 3.5; G6PDH counter: 7.9; Diaph inh CS: 9.5; TLR4 MyD88 comp: 0.0; STAT3 activator: 94.8; Diaph act CS: 0.9; STAT3 blocker: 9.2; APP 5UTR inh: -16.8

What do the screens show for `c1ccc(-c2cnnc(N3CCCCC3)n2)cc1`?
STAT1 activator: 142.0*; Hsp70 act: 0.2; STAT1 blocker: -46.2; G6PDH counter: 8.1; Diaph inh CS: 14.3; TLR4 MyD88 comp: -3.8; STAT3 activator: 107.9; Diaph act CS: 0.9; STAT3 blocker: -1.6; APP 5UTR inh: -112.8

What do the screens show for `CCOC(=O)c1c(C)[nH]c(C(=O)CN2CC(C)OC(C)C2)c1C` (centres undefined)?
STAT1 activator: 96.5; Hsp70 act: 0.6; STAT1 blocker: 3.8; G6PDH counter: -2.5; Diaph inh CS: 7.0; TLR4 MyD88 comp: -14.9; STAT3 activator: 100.7; Diaph act CS: 0.9; STAT3 blocker: 1.8; APP 5UTR inh: 13.7

How did O=C(CN1C(=O)S/C(=C/c2cc(Br)cs2)C1=O)N1CCOCC1 do in these assays?
STAT1 activator: 102.5; Hsp70 act: -0.3; STAT1 blocker: -2.7; G6PDH counter: -8.1; Diaph inh CS: 1.5; TLR4 MyD88 comp: -6.1; STAT3 activator: 94.5; Diaph act CS: 1; STAT3 blocker: 5.1; APP 5UTR inh: -15.4

What do the screens show for `CCC(=O)N1CCc2cc(S(=O)(=O)NCCCN(CC)Cc3ccccc3)ccc21`?
STAT1 activator: 99.5; Hsp70 act: -0.4; STAT1 blocker: 0.5; G6PDH counter: 4.0; Diaph inh CS: 12.6; TLR4 MyD88 comp: 13.1; STAT3 activator: 111.5; Diaph act CS: 0.9; STAT3 blocker: -7.1; APP 5UTR inh: 4.2

What do the screens show for `CC(C)CC(c1nnnn1C(C)C)N1CCN(c2ccccc2)CC1` (centres undefined)?
STAT1 activator: 97.8; Hsp70 act: -0.2; STAT1 blocker: 2.4; G6PDH counter: 24.0; Diaph inh CS: 7.6; TLR4 MyD88 comp: -2.2; STAT3 activator: 108.5; Diaph act CS: 0.9; STAT3 blocker: -6.9; APP 5UTR inh: 23.5

How did COc1ccc[nH]c1=O do in these assays?
STAT1 activator: 100.0; Hsp70 act: -0.3; STAT1 blocker: 0.0; G6PDH counter: -13.8; Diaph inh CS: 10.3; TLR4 MyD88 comp: -1.8; STAT3 activator: 101.8; Diaph act CS: 0.9; STAT3 blocker: 1.8; APP 5UTR inh: 0.4

What do the screens show for `O=NC1=C(c2c(O)[nH]c3ccccc23)CCCC1`?
STAT1 activator: 105.5; Hsp70 act: -0.1; STAT1 blocker: -6.1; G6PDH counter: 10.4; Diaph inh CS: 10.8; TLR4 MyD88 comp: -5.6; STAT3 activator: 95.3; Diaph act CS: 0.9; STAT3 blocker: 8.5; APP 5UTR inh: -18.2

How did Cn1c(=O)[nH]c(=O)c2c1nc(NCCCO)n2CCOc1ccccc1 do in these assays?
STAT1 activator: 98.8; Hsp70 act: -0.4; STAT1 blocker: -0.1; G6PDH counter: 12.6; Diaph inh CS: 10.7; TLR4 MyD88 comp: -15.2; STAT3 activator: 98.7; Diaph act CS: 0.9; STAT3 blocker: 6.8; APP 5UTR inh: 7.6

What do the screens show for `O=C(O)c1ccc(Cl)c(S(=O)(=O)N2CCCCCC2)c1`?
STAT1 activator: 102.9; Hsp70 act: -0.3; STAT1 blocker: -1.8; G6PDH counter: 4.8; Diaph inh CS: -7.4; TLR4 MyD88 comp: 0.5; STAT3 activator: 99.0; Diaph act CS: 1.1; STAT3 blocker: 7.6; APP 5UTR inh: -5.6

Results for Cc1ccc(/C=C2\CCC3=C2OC(N)=C(C#N)C3c2ccc(C)cc2)cc1 (centres undefined) ?
STAT1 activator: 108.4; Hsp70 act: -0.5; STAT1 blocker: -9.4; G6PDH counter: 9.8; Diaph inh CS: 14.9; TLR4 MyD88 comp: 34.1*; STAT3 activator: 81.0; Diaph act CS: 0.9; STAT3 blocker: 27.3; APP 5UTR inh: 46.9*

How did CCOc1ccc(-n2nnc3c(=O)n(C/C=C/c4ccccc4)cnc32)cc1 do in these assays?
STAT1 activator: 107.2; Hsp70 act: -0.2; STAT1 blocker: -8.0; G6PDH counter: -18.6; Diaph inh CS: -14.6; TLR4 MyD88 comp: 2.9; STAT3 activator: 94.5; Diaph act CS: 1.1; STAT3 blocker: 15.0; APP 5UTR inh: -7.7
